Bioassay records (PubChem)
Dynein cargo inh: blocks dynein driven cargo transport along microtubules; 3617.4 mouse cells, GR-EGFP nuclear translocation imaging; test concentration mostly 20 µM; stimulated with dexamethasone, 1 µM; stronger effect = lower value; z-score, hits read low; 220,000 tested, 0.47% active; AID 1381;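 active = plate z-score of nuclear minus cytoplasmic receptor signal below a set negative limit, without overly bright fluorescence or cell loss, cut at about -3.5 in these data, passing the limit was not always enough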;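 also: z-score of nuclear minus cytoplasmic ring GR-EGFP intensity difference per well; some compounds called inactive have numbers as strong as hits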
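Schedule: 48 h induction, then 1 h compound, then 30 min agonist, 37 °C. Buffer or medium: tetracycline-free induction medium containing charcoal-stripped FBS. Reagent: 1.0 µM final dexamethasone stimulus. Evaluation: nuclear versus cytoplasmic GR-EGFP signal, averaged per well. Signal: high-content fluorescence imaging after fixation.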
Insulin prom up: MIN6 insulin promoter up-regulation; MIN6 insulin promoter-GFP reporter, high-content imaging; stronger effect = higher value; z-score at 5 µM; 190,000 tested, 0.3% active;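 active = z-score above 3 at 5 µM with at least 500 cells counted in the well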
human PMI inhibitors: human PMI inhibitors, high substrate, primary screen, biochemical, fluorescence intensity, high mannose 6-phosphate (AID 1220); recombinant PMI enzyme, coupled fluorescence intensity; higher % means a stronger effect; inhibition, % at 20 µM; hits with a dose series show IC50 in µM; 190,000 tested, 0.66% active
Autophagy mod: alters autophagy in cells. 190,000 tested, 0.98% active. MEF GFP-LC3 puncta imaging; test concentration mostly 10 µM. calls only at 10 µM (by protocol);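 active = percentage of spot-positive cells more than 3 SD above its plate mean, without a fluorescence outlier flag or 80% toxicity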;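 also: spot-positive cell cutoff set from DMSO-treated cells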
MT stabilizer: microtubule stabilizers in HeLa cells; HeLa tubulin immunostaining HCS, 24 h; share of cells brighter than vehicle mean+2SD; % tubulin-high responders, % at 10 µM; 200,000 tested, 0.83% active; AID 2205;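 active = plate Z-score above 3 for both tubulin-high and condensed-nucleus cell shares, with cell loss under 80%, at 10 µM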;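 also: anti alpha tubulin signal scored within the nucleus-defined area of each cell; some results filed as inactive read as strong as hits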
WT yeast gro inh: growth inhibition of WT yeast, mitochondrial fusion screen; mitochondrial fusion phenotypic screen, WT strain; inhibition, % at 10 µM; 190,000 tested, 2.1% active; in the data active = inhibition above about 58%; tested in S. cerevisiae
Yfh1-depleted yeast: enhancers of respiration in Yfh1-depleted yeast, dose response, Friedreich's ataxia, plus single-dose screen (AID 1465); S. cerevisiae Yfh1-off respiration, WST-1 reduction, 72 h; higher fold induction means a stronger effect; fold induction at 50 µM, or EC50 in µM where a hit was titrated; 220,000 tested, 0.074% active;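 active = fold induction of absorbance versus untreated yeast above a set limit, then at least 30% activation at any dose in follow-up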;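 also: activators that raise dye reduction in frataxin-depleted yeast; strong numbers were not always called active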
bCat nuc transl: modulators of beta-catenin nuclear translocation; 190,000 tested, 0.3% active; nuclear translocation activity, % at 5 µM; HeLa beta-catenin nuclear translocation, immunofluorescence imaging;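 active = nuclear translocation activity above 50% at 5 µM, with a well cell count of 50 or more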;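 also: per-cell ratio of nuclear to cytoplasmic median beta-catenin stain intensity; plate controls were DMSO negative control for no effect and GSK-3 inhibitor IX positive control for full effect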
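Test system: HeLa cells, endogenous beta-catenin; Compound: single 5 µM dose plus 0.02–20 µM confirmation series; Times: compound exposure 24 h at 37°C; Signal: fluorescence imaging of beta-catenin antibody stain plus DAPI; Read-out: % activation, nuclear-to-cytoplasmic median beta-catenin signal ratio per cell.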
human PMI inhibition: MPI enzyme activity inhibition – biochemical, fluorescence intensity, coupled assay, primary screen (AID 1209); purified PMI enzyme, coupled fluorescence intensity; higher % means a stronger effect; one-dose inhibition, % at 20 µM; IC50 in µM for titrated hits; 190,000 tested, 0.42% active;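 also: plate controls were DMSO vehicle for no effect and wells lacking substrate for full effect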
WT yeast gro inh mutant strain: second read-out of WT yeast gro inh, no call of its own (marks repeat the call); inhibition, %; mitochondrial fusion phenotypic screen, mutant strain inhibition
Dynein cargo inh cytoplasmic EGFP: second read-out of Dynein cargo inh, no call of its own (marks repeat the call); z-score; measured here: cytoplasmic GR-EGFP intensity; stronger effect = higher value
Dynein cargo inh nuclear GR-EGFP: recorded beside Dynein cargo inh, whose call it bears; z-score; measured here: nuclear GR-EGFP intensity;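 lower value marks the stronger effect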
Dynein cargo inh cell count: further read-out of Dynein cargo inh, marked with its call; z-score; measured here: cell count per field
Insulin prom up cell count: also measured in Insulin prom up; calls as there; cell count; measured here: cytotoxicity, nuclei count;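 total cells summed across four imaged fields per well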
bCat nuc transl cell count 5 µM: recorded beside bCat nuc transl, whose call it bears; cell count; measured here: cell count, cytotoxicity flag
MT stabilizer Hoechst-high %: second read-out of MT stabilizer, no call of its own (marks repeat the call); % Hoechst-high responders; measured here: nuclear condensation Hoechst responders;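 share of cells brighter than vehicle mean plus two SD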
MT stabilizer cytotoxicity %: also measured in MT stabilizer; calls as there; toxicity, %; measured here: cytotoxicity by cell density;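 0% = mean cell density of plate MIN control wells and 100% = no cells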
Autophagy mod cell loss 18 h: further read-out of Autophagy mod, marked with its call; toxicity, %; measured here: cell loss, nuclei count;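 cell loss after 18 h compound exposure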
* = called active by the depositor; i = inactive; · = no result given. Rule as the data show it, unless noted: active = inhibition above about 50%; inactive = the rest.

SMILES	Dynein cargo inh	Dynein cargo inh cytoplasmic EGFP	Dynein cargo inh nuclear GR-EGFP	Dynein cargo inh cell count	Insulin prom up	Insulin prom up cell count	human PMI inhibitors	Autophagy mod	Autophagy mod cell loss 18 h	MT stabilizer	MT stabilizer Hoechst-high %	MT stabilizer cytotoxicity %	WT yeast gro inh	WT yeast gro inh mutant strain	Yfh1-depleted yeast	bCat nuc transl	bCat nuc transl cell count 5 µM	human PMI inhibition
COc1ccc(C(=O)Nc2cc3c(oc2=O)CCCC3=O)cc1	-0.21	-0.31	0.16	0.57	2.4	929	-1%	i	-2	2.0	3.1	3.3	6	22	i	-4.0	1076	-23%
COc1ccc(OC)c(-n2nnnc2SCC(=O)Nc2ccc3c(c2)OCCO3)c1	0.26	-0.26	0.42	-0.75	-0.95	1152	12%	i	-9	4.0	2.3	2.1	-35	-10	i	1.5	1161	14%
Cc1nn(C)c(Oc2ccccc2)c1CCNS(=O)(=O)c1ccc(F)cc1	·	·	·	·	0.55	1699	4%	i	5	1.1	0.9	4.6	5	0	i	-5.7	1052	4%
C[n+]1nc(Nc2ccccc2)sc1-c1ccc(C(=O)O)cc1	-0.16	-0.75	-0.13	0.32	0.29	999	·	·	·	·	·	·	·	·	i	-2.0	1397	·
O=C(NCCC1=CCCCC1)c1ccc(Br)o1	-0.022	-0.26	0.14	-0.6	0.02	1242	1%	i	2	9.6	14	96	-6	-4	i	·	·	5%
NC(=O)COc1ccc(-c2noc(COc3ccccc3[N+](=O)[O-])n2)cc1	0.058	-0.011	-0.17	0.046	0.62	1114	-6%	i	7	5.0	2.1	4.2	2	-6	i	-2.6	1064	-12%
COc1ccc(-c2nnc(SCC(=O)N(C)C3CCS(=O)(=O)C3)n2N)cc1OC (stereo unspecified)	0.096	-0.022	0.036	0.08	0.35	1539	-1%	i	6	10	0.9	6.3	-7	3	i	-4.9	1149	-11%
Cc1cc(C)c(NC(=O)COC(=O)CSc2ccc(Br)cc2C)c(C)c1	-0.1	-0.092	-0.34	-0.22	0.31	1156	13%	i	10	2.6	2.6	6.3	-7	-8	i	·	·	11%
COc1ccccc1C1/C(=C(/O)c2ccc(Cl)cc2)C(=O)C(=O)N1CCN1CCOCC1 (stereo unspecified)	-0.42	-0.19	-0.17	0.65	-0.13	1606	-73%	i	2	1.5	2.2	12	8	6	i	0.1	1272	-33%
COc1ccc(Br)cc1C1CC(=O)N2CN(Cc3ccccc3)CSC2=C1C#N (stereo unspecified)	-0.25	-0.23	-0.085	0.18	0.55	890	56%*	i	-5	5.0	2.4	8.0	18	8	i	·	·	34%

The final 2 entries of the section before come first, to join the parts.
SMILES	Dynein cargo inh	Dynein cargo inh cytoplasmic EGFP	Dynein cargo inh nuclear GR-EGFP	Dynein cargo inh cell count	Insulin prom up	Insulin prom up cell count	human PMI inhibitors	Autophagy mod	Autophagy mod cell loss 18 h	MT stabilizer	MT stabilizer Hoechst-high %	MT stabilizer cytotoxicity %	WT yeast gro inh	WT yeast gro inh mutant strain	Yfh1-depleted yeast	bCat nuc transl	bCat nuc transl cell count 5 µM	human PMI inhibition
COc1ccccc1C1/C(=C(/O)c2ccc(Cl)cc2)C(=O)C(=O)N1CCN1CCOCC1 (stereo unspecified)	-0.42	-0.19	-0.17	0.65	-0.13	1606	-73%	i	2	1.5	2.2	12	8	6	i	0.1	1272	-33%
COc1ccc(Br)cc1C1CC(=O)N2CN(Cc3ccccc3)CSC2=C1C#N (stereo unspecified)	-0.25	-0.23	-0.085	0.18	0.55	890	56%*	i	-5	5.0	2.4	8.0	18	8	i	·	·	34%
COc1ccccc1/C=N/N1C(=O)c2cccc3cccc(c23)C1=O	0.29	-0.23	0.57	0.26	0.31	1602	-6%	i	10	3.7	1.9	5.1	-5	12	i	-4.7	1080	2%
COc1ccc(Cl)cc1Nc1nc(-c2sc(NC(=O)C(C)(C)C)nc2C)cs1	1.3	-0.19	0.91	-0.5	-2.2	1104	-6%	i	-24	1.9	1.8	3.9	18	18	i	1.0	961	4%
N/C(Cc1ccc(Cl)cc1)=N\OC(=O)c1ccc2ccccc2c1	0.053	-0.22	0.14	0.15	0.48	1418	-7%	i	0	3.9	1.6	12	-27	9	i	-1.8	981	-2%
Cc1ccc(S(=O)(=O)NC2CCOC(C)(C)C2)cc1 (stereo unspecified)	-0.88	-0.27	-0.33	0.37	0.82	1247	5%	i	-9	2.9	2.3	4.9	5	22	i	3.3	1179	7%
O=C(Oc1cccnc1)c1cc2ccccc2oc1=O	-0.47	-0.19	-0.41	1.1	0.24	1277	-7%	i	-9	2.4	1.6	4.6	3	3	i	·	·	-4%
CC1CCc2c(nc3ncnn3c2NCCN(C)C)C1 (stereo unspecified)	-0.22	-0.28	-0.0017	0.77	1.7	1261	1%	i	4	1.8	1.0	8.7	-7	-4	i	-1.1	942	-1%
COC(=O)c1sccc1NC(=S)N1CC(C)CC(C)C1 (stereo unspecified)	0.58	0.23	0.06	0.29	0.92	980	7%	i	8	2.4	2.0	5.0	55	41	i	·	·	8%
CN(c1ccc(O)cc1)c1nc(-c2ccccc2)cs1	-0.41	-0.22	0.075	0.0079	0.84	1351	25%	i	11	2.2	1.5	4.6	64	67	i	-1.7	991	23%
O=C(CCc1nc2cccnc2n1Cc1ccccc1)NCCc1ccc(Cl)cc1	-1	-0.15	-0.4	1.6	-0.66	1143	6%	i	-3	3.6	1.1	6.9	-25	7	i	-2.9	950	10%
Cc1ccccc1-n1c(C)n[nH]c1=S	-1.7	-0.16	-0.8	0.33	-0.01	1623	-1%	i	18	2.0	1.7	5.2	-11	-4	i	-0.8	1386	1%
Cc1nn(-c2ccccc2)c(Cl)c1CN(C(=O)CCl)c1ccc(Cl)cc1	-3.9*	0.98*	-2.7*	-1.2*	-0.2	760	1%	i	16	3.4	2.1	3.2	47	8	i	-1.8	1004	9%
CCN(CC)C(=O)C(=O)c1cccn1-c1ccc(C#N)cc1	-1.4	0.23	-0.5	1.3	-0.41	1449	-11%	i	5	3.0	1.2	3.1	7	10	i	0.0	1052	-5%
CCOC(=O)Cc1c(C)c2ccc(N(CC)CC)cc2oc1=O	-0.68	-0.18	-0.29	0.46	-0.08	1021	18%	i	-19	1.9	1.4	3.8	12	-3	·	1.0	1471	16%
Nc1nonc1-c1noc(CCCN2C(=O)c3ccccc3C2=O)n1	-1.8	-0.058	-0.93	1.3	1.8	1516	5%	i	15	2.9	1.7	8.2	-12	-15	i	0.7	1439	11%
COc1ccccc1C(=O)N(CCN(C)C)c1nc2cc(C)cc(C)c2s1	-0.47	-0.28	-0.28	0.77	-0.07	1269	-10%	i	22	3.5	1.8	8.4	13	17	i	-0.3	966	-8%
NS(=O)(=O)c1cc2c(cc1Cl)NC(Cc1ccccc1)NS2(=O)=O (stereo unspecified)	-0.71	-0.29	-0.6	2.5	0.45	1412	·	·	·	·	·	·	·	·	i	-3.2	1060	·
c1ccc(-c2nnn(C34CC5CC(CC(C5)C3)C4)n2)cc1	-0.48	-0.22	-0.006	0.79	-1.1	927	2%	i	-1	3.5	2.2	9.8	81*	59*	i	-5.3	1171	8%
COC(=O)c1cc(=O)n2c(-c3ccccc3)csc2n1	-0.65	-0.3	-0.17	0.092	0.17	1150	2%	i	11	4.5	3.8	13	4	8	·	-7.5	1028	5%
CCOC(=O)c1sc(-c2ccccc2)nc1C	0.1	-0.36	0.66	0.34	0.48	1529	14%	i	17	6.5	2.8	1.7	8	14	i	5.2	826	14%
Clc1ccc(CN(CC2CCCO2)C(c2cccs2)c2nnnn2C2CCCC2)cc1 (stereo unspecified)	0.059	-0.13	-0.58	-0.14	-0.33	1598	8%	i	0	1.5	1.4	12	11	3	i	0.8	1247	10%

3 compounds from above, limited to Autophagy mod:
| canonical_smiles | Autophagy mod |
| --- | --- |
| Nc1nonc1-c1noc(CCCN2C(=O)c3ccccc3C2=O)n1 | i |
| CCOC(=O)Cc1c(C)c2ccc(N(CC)CC)cc2oc1=O | i |
| Cc1nn(-c2ccccc2)c(Cl)c1CN(C(=O)CCl)c1ccc(Cl)cc1 | i |

The listing continues:
SMILES	Dynein cargo inh	Dynein cargo inh cytoplasmic EGFP	Dynein cargo inh nuclear GR-EGFP	Dynein cargo inh cell count	Insulin prom up	Insulin prom up cell count	human PMI inhibitors	Autophagy mod	Autophagy mod cell loss 18 h	MT stabilizer	MT stabilizer Hoechst-high %	MT stabilizer cytotoxicity %	WT yeast gro inh	WT yeast gro inh mutant strain	Yfh1-depleted yeast	bCat nuc transl	bCat nuc transl cell count 5 µM	human PMI inhibition
CCOC(=O)CSc1nnc(CNc2ccc(Cl)cc2)n1-c1ccccc1	-1.1	-0.2	-0.11	0.73	1.5	1011	6%	i	16	3.6	2.6	12	-2	-9	i	0.0	839	3%
CC1Cc2ccccc2N1C(=O)CSc1nnnn1C(C)C (stereo unspecified)	-0.2	-0.23	-0.92	1.9	-0.39	1511	10%	i	-2	2.3	2.2	6.4	5	0	i	1.0	1379	-5%
CC(=O)NS(=O)(=O)c1ccc(NC(=O)c2ccc3c(c2)C(=O)N(CCC(C)C)C3=O)cc1	-0.94	-0.25	-0.64	1.1	-0.22	1442	8%	i	-2	1.5	4.5	8.3	-5	-8	i	·	·	3%
CCc1ccc2[nH]c(=O)c(C(c3nnnn3CC3CCCO3)N3CCN4CCCC4C3)cc2c1 (stereo unspecified)	0.23	-0.19	0.13	0.51	0.68	1101	-70%	i	-2	3.2	1.9	3.0	9	7	i	·	·	-29%
COc1ccc(NC(=O)CCCC2CCCCC2)cc1S(=O)(=O)N1CCCCC1	-0.75	0.11	-0.73	0.69	0.42	1294	6%	i	8	2.5	2.8	6.0	5	-16	i	-2.6	539	6%
Cc1ccc(-n2ncc3c(N4CCCC4)ncnc32)c(C)c1	-1.4	-0.19	-0.69	0.97	·	·	14%	i	10	3.4	2.2	5.0	6	5	i	-3.9	1319	3%
